# Shn3 3UTR inh – reduces Shn3 3'UTR luciferase signal in osteoblasts; hit rate 0.52% among 360,000; inhibition, % at 12.5 µM; Clone20 osteoblast Shn3 3'UTR firefly luciferase, 24 h; AID 588674;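 active means mean inhibition of at least 75% with every replicate also reaching 75%; inconclusive means mean inhibition at least 75% but some replicate below; inactive means mean inhibition below 75%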;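 further: 0% = median of neutral control wells and 100% = pilot-screen positive control compound; some compounds past the cut are filed as inactive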
# TWEAK Fn14 block – inhibitors of TWEAK-Fn14 interaction signaling | TWEAK-stimulated Fn14 reporter cells, luciferase luminescence, 8 h | hit rate 2% among 360,000 | inhibition, % at 10 µM; in the data active means inhibition above about 50%
# C8 TRAIL sens – caspase-8 TRAIL sensitization; NB7+C8 cells + TRAIL, ATPlite viability luminescence; inhibition (viability loss, TRAIL sensitization), % at 10 µM; hit rate 1% among 360,000; AID 624354;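 active means compounds causing at least 50% loss of cell viability in the single-dose screen, relative to plate controls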
# NR2E3 ag-1 – activates human NR2E3 receptor; Q9Y5X4; CHO-S Gal4-NCOR/VP16-NR2E3 two-hybrid, luciferase; inhibition of corepressor binding, % at 3.98 µM; hit rate 0.35% among 360,000; AID 602229;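 active means inhibition above the mean of all tested compounds plus 3 SD, cut at about 70% in these data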;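 further: 0% = DMSO with NR2E3 transfected cells and 100% = cells lacking NR2E3 construct; higher means lower luciferase signal from less NR2E3 corepressor binding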
# Target sequence (Q9Y5X4 whole entry, looked up, the tested form may be a part): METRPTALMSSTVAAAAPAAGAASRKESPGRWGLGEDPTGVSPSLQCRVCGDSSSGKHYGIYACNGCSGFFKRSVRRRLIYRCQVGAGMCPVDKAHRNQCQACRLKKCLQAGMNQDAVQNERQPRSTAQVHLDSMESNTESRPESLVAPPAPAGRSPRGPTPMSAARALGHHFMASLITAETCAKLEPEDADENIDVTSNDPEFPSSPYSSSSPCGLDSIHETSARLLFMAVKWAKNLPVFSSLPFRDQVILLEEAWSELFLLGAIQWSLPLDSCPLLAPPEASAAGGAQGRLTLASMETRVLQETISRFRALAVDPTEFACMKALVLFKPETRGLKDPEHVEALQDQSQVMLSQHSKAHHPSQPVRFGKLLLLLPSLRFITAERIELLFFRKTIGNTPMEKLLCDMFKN
# MITF TRPM1 inh – inhibitors of MITF-driven TRPM1 promoter in melanoma cells | SK-MEL-5 TRPM1 promoter luciferase, 24 h | inhibition, % at 12.5 µM | hit rate 0.83% among 330,000;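 active means mean inhibition across replicates of 60% or more, whatever share of single replicates reaches that level; inconclusive means some that reach 60%, reason not given; inactive means mean inhibition across replicates below 60%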; further: values of inactives mirror those of a sister screen read the other way
# KKLEB cytotox – reduces viability of KKLEB cystic fibrosis airway cells. activity change (cytotoxicity), % at 5 µM. AID 602141. hit rate 0.36% among 360,000. KKLEB CF airway cells viability, ATPlite luminescence, overnight; active compounds read low; cells stimulated with P. aeruginosa culture filtrate;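 active means corrected activity change at or below -50% at 5 µM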
# NR2E3 ag-2 – agonists of human nuclear receptor NR2E3; inhibition of corepressor binding, % at 4.78 µM; GST-NR2E3/biotin-RetCOR TR-FRET, 1536-well; AID 2300; Q9Y5X4; hit rate 0.12% among 320,000;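 active means percent inhibition above the cutoff of mean plus 3 SD of all tested compounds, set per screening campaign, cut at about 20% in these data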;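 further: 0% = DMSO wells and 100% = biotin wells as full block of FRET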
#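 Material: NR2E3–RetCOR corepressor complex / Amount: 1.35 nM GST-NR2E3 / Medium: Tris pH 7.5 / Compound: single nominal compound dose of 4.8 µM / Incubation: 5 h at 4 °C / Technique: TR-FRET, Eu(K)-anti-GST donor, streptavidin-D2 acceptor, ex 340, em 617/671 nm / Read-out basis: percent loss of FRET ratio relative to control wells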
# CF NFkB block – blocks PAF-induced NF-kB reporter in cystic fibrosis cells; KKLEB NF-kB-GFP reporter, GFP fluorescence overnight; inhibition, % at 5 µM; hit rate 0.86% among 360,000;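 active means at least 50% inhibition at 5 µM, scaled per plate between neutral and stimulator controls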;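 further: PAF is a Pseudomonas aeruginosa culture filtrate used as stimulus; plate controls were PAF-stimulated DMSO wells for no effect and unstimulated DMSO wells for full effect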
# Peg3 prom inh – Peg3 promoter activity inhibition; HeLa PEG-Prom luciferase reporter, luminescence, overnight; inhibition, % at 20 µM; hit rate 1.7% among 360,000; AID 588405;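 active means inhibition of at least 50% at 20 µM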
# HIF-2a inh – HIF-2a inhibition. 786-0 RCC cells HIF-2a reporter, luciferase luminescence, overnight. hit rate 0.72% among 360,000. inhibition, % at 18.8 µM;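 active means inhibition of the luminescence signal of 40% or more relative to plate controls, in a single-dose primary screen at 18.75 µM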
# TROY signal inh – blocks TROY-dependent signaling in reporter cells | inhibition, % at 10 µM | hit rate 0.98% among 360,000 | Q293 LMP1-TROYcd NF-kB luciferase reporter, 4 h;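 active means compounds whose plate-normalised and pattern-corrected inhibition of the luciferase reporter signal at the single screening dose is 50% or more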
# Starred values were filed as active, the others as inactive; ? = inconclusive; · = no result given.
SMILES,Shn3 3UTR inh,TWEAK Fn14 block,C8 TRAIL sens,NR2E3 ag-1,MITF TRPM1 inh,KKLEB cytotox,NR2E3 ag-2,CF NFkB block,Peg3 prom inh,HIF-2a inh,TROY signal inh
COc1ccccc1NC(=O)c1c(NC(=O)CCC(=O)O)sc2c1CCCCC2,·,-10.6,5.9,-23.3,14.3,-3.4,-0.1,6.3,-46.9,-84.4,-33.0
COc1ccc(-c2nc3cc(C)ccn3c2NCC2CCCO2)cc1OC (stereo unspecified),-4.0,-32.4,-2.0,-5.6,-10.0,-3.1,-6.8,8.8,12.0,12.2,-20.9
O=C(O)CCCCCCCCCCC1CCC(O)C1O (stereo unspecified),24.3,44.1,7.2,24.9,26.1,-6.4,·,12.3,12.1,54.3*,28.6
CCOC(=O)c1ccc(N/C=C/C(=O)c2ccc(OC)c(OC)c2)cc1,8.8,-13.1,18.1,-23.7,5.2,-2.7,4.0,5.9,-10.5,-0.2,4.2
CCCNC(=O)C1(C)CCN1C(=O)Cc1ccc(C(C)(C)C)cc1 (stereo unspecified),-3.8,-11.2,-0.1,13.4,·,1.3,·,1.9,-9.4,6.5,-8.7
O=c1cc(-c2ccco2)oc2c1ccc1ccccc12,18.1,-26.2,6.6,-30.6,-9.5,-9.9,-68.1,-54.2,6.2,-9.8,-47.2
CCOC(=O)c1c(-c2ccc(C)o2)csc1NC(=O)CSc1nnnn1-c1ccccc1,39.5,12.6,-2.3,-10.0,10.2,10.2,-3.4,0.4,16.6,14.3,1.1
Cc1cc(CN2CCCC(C(=O)Nc3ccc(-c4nc5ccccc5[nH]4)cc3)C2)n[nH]1 (stereo unspecified),-56.8,11.2,13.1,-16.5,-37.7,-2.5,2.9,12.3,-146.3,-144.0,12.9
COc1ccc(-c2cc(CN3C(=O)c4ccccc4C3=O)on2)cc1,-11.7,-36.0,-41.4,-14.8,6.5,15.0,3.0,-11.9,-7.6,-6.3,-10.1
Cc1cc(C)n2nc(SCc3cccc(F)c3)nc2n1,3.3,2.4,-14.5,-10.4,-45.9,2.0,2.7,-15.7,-14.0,-24.8,-1.8
O=C(CCC1CCN(Cc2ccccc2Cl)CC1)NC1CC1,11.5,17.2,12.4,-0.4,9.0,-14.8,-4.1,22.3,6.8,10.8,26.9
CCN(CC)Cc1c(O)ccc2c(=O)c(-c3ccccc3Cl)coc12,-6.8,-14.9,-1.3,-11.3,0.8,3.2,3.6,19.0,7.8,12.4,-10.0
Cc1ccc(SCC(=O)OCC(=O)NCCc2ccc(S(N)(=O)=O)cc2)c(C)c1,-26.2,4.9,-5.4,-23.2,-9.4,-5.3,·,3.5,2.9,-6.7,-0.2
O=C(NCCc1ccc(Cl)cc1)c1cccc(S(=O)(=O)N2CCCC2)c1,?,13.6,-6.3,-3.6,·,-3.1,·,6.2,2.5,9.6,-6.2
O=C(Cn1ccc2cc(S(=O)(=O)N3CCCCC3)ccc21)NCc1ccccc1F,-13.3,-16.6,7.7,-14.9,-0.7,5.7,2.3,-2.7,-21.2,-14.8,0.0
Nc1nnc(CCCCCCCCCCc2nnc(N)s2)s1,5.5,-21.8,23.2,8.6,5.4,-13.7,3.5,21.7,0.5,-1.6,8.8
CCOCCOC(=O)c1ccc(-n2cnc(C)n2)nc1,6.9,-0.5,-13.6,8.0,6.4,-4.4,-2.3,-3.3,11.4,0.2,-12.0
O=C(O)Cc1ccc(NC(=O)c2cccs2)cc1,13.6,0.9,17.3,-4.5,4.0,-7.7,0.5,20.3,-2.5,3.6,9.6
COCC(=O)N(C)C[C@H]1Oc2ncc(Br)cc2C(=O)N([C@@H](C)CO)C[C@H]1C,-3.0,9.2,-0.7,-16.4,·,-4.8,·,10.8,-1.0,6.5,-6.5
CCOCCCNC(=O)CCSc1ccc(C)cc1,1.2,-9.4,-17.7,2.1,8.4,0.0,-0.5,-6.0,-1.0,11.4,-30.1
CCc1ccc(NC(=O)COc2ccc(F)cc2C(=O)c2cnn(-c3ccccc3)c2)cc1,-52.8,-5.0,3.8,-89.2,3.3,-4.2,1.9,-0.2,-109.6,-177.6,-42.6
C=CCSc1nc2ccccc2c2nc(-c3ccccc3)nn12,-7.5,1.0,-0.3,-15.0,-5.3,2.6,-1.7,3.0,3.4,0.4,-6.3
COc1ccc(/C=C2\SC(=S)N(CCC(=O)Nc3cccc(O)c3)C2=O)cc1,-23.5,-16.0,20.4,8.5,-40.2,-3.3,·,22.1,-84.3,39.8,-1.6
CCOC(=O)N1CCN(C(=O)CN(c2cccc(C)c2)S(=O)(=O)c2ccc(C)cc2)CC1,-6.3,-23.5,-1.7,2.7,6.4,-3.3,1.6,-2.5,19.1,8.5,-11.2
COc1cccc(-c2c(C(=O)N/N=C/c3ccoc3)nnn2-c2nonc2N)c1,-20.5,-1.0,-6.9,21.6,-0.9,-8.4,-3.0,21.4,-2.9,19.1,-12.4
O=C(/C=C/c1cccs1)c1cc(Cl)ccc1O,-13.4,-7.3,-3.7,-25.7,-6.7,-8.4,-2.1,8.7,12.8,-3.2,1.5
CC1CCN(c2c(NCC3CCC(C(=O)Nc4ccccn4)CC3)c(=O)c2=O)CC1 (stereo unspecified),9.2,-9.3,-0.1,1.5,6.8,1.1,5.7,-12.9,9.3,1.1,-1.2
OCCCn1c(C2CCCN2c2nc(-c3ccc(Cl)cc3)cs2)nc2cc(C(F)(F)F)ccc21 (stereo unspecified),-8.0,1.8,-18.8,0.6,7.4,8.6,-0.4,-18.1,9.2,15.9,10.7
CCc1cc2c(SCC(=O)c3ccc(C)cc3)ncnc2s1,6.0,-30.7,-7.9,-24.4,-16.8,4.5,0.7,9.7,-34.6,-41.8,-23.3
COc1ccc(NC(=O)C(NC(=O)c2ccccc2)C(C)C)cc1 (stereo unspecified),11.9,-12.7,3.9,4.5,-3.6,2.5,0.1,-0.9,11.5,20.4,-26.6
COc1ccccc1Cc1c(-c2ccc(OC)c(OC)c2)nc2c(C)cc(Br)cn12,7.0,-0.4,8.0,-13.9,·,-13.5,·,2.7,11.8,-10.6,-21.7
CCOC(=O)Cc1csc(NC(=O)c2cccc(N3C(=O)CCC3=O)c2)n1,17.3,8.0,-9.4,9.6,3.0,-3.9,3.4,9.7,-11.0,15.2,-6.7
CCOC(=O)N1CCN(C(=O)c2ccc(Cn3c(=S)[nH]c4cc(OCC)c(OCC)cc4c3=O)cc2)CC1,69.9,36.6,18.5,-4.7,50.2,0.0,-0.6,-1.2,10.5,24.9,57.7*
Cc1ccc(C(=O)NC2CC3CCCC(C2)N3C(=S)NCc2ccco2)cc1 (stereo unspecified),-4.6,-10.6,-4.5,-7.5,0.6,-8.6,3.3,7.1,4.5,-2.1,9.6
CC(C)c1ccc(NC(=O)COc2ccc(S(=O)(=O)N3CCOCC3)cc2)cc1,26.5,-17.0,3.2,-27.5,-4.4,1.5,2.6,-5.9,17.0,4.7,-7.8
CCCn1c(=O)[nH]c(=O)c2c1nc(-c1ccc(OC)c(Br)c1)n2CCOC,2.6,-4.5,-7.2,-22.7,6.1,-7.5,0.3,11.5,7.1,13.3,1.7
O=C(c1[nH]c(C(F)(F)F)nc1-c1ccccc1)N1CCOCC1,-8.8,5.9,-3.0,-3.5,·,0.2,·,-4.8,5.0,4.9,5.5
CC(C)(C)c1cc(=O)n2c(C#N)c(C#N)nc2[nH]1,-2.5,17.4,16.4,-8.1,-9.6,4.1,-0.8,6.1,6.6,-3.7,6.1
CCC(Oc1ccccc1)C(=O)Nc1nnc(C)s1 (stereo unspecified),-34.0,2.6,2.0,-0.7,2.0,3.7,2.1,-3.1,11.9,3.3,0.3
O=C1CC(Nc2ccc3ccccc3c2)C(=O)N1Cc1ccccc1 (stereo unspecified),12.7,-27.0,8.1,-10.0,7.1,1.1,-2.0,-3.3,-16.6,-27.0,19.8
CCOC(=O)C(NC(C)=O)C(OC(C)=O)c1cccc(N(CCO)CCO)c1 (stereo unspecified),-4.4,8.8,1.0,-3.1,1.6,6.6,0.2,-5.1,-4.2,14.3,-11.9
COc1ccc(CCC(=O)Nc2ccc(S(=O)(=O)NC3=NCCCCC3)cc2)cc1,-2.5,7.6,-3.8,-31.8,·,4.8,·,-10.2,-0.7,10.3,3.2
COc1ccc(N(CC(=O)NCCC2=CCCCC2)S(=O)(=O)c2ccccc2)cc1OC,33.4,-22.9,-4.2,-10.7,5.5,5.1,-1.8,-4.7,14.7,17.8,-2.7
COc1ccccc1N1CCN(C(CNS(C)(=O)=O)c2cccnc2)CC1 (stereo unspecified),-1.1,-6.2,0.5,-26.2,-6.2,9.3,-2.7,4.2,4.6,15.3,-11.2
COc1cccc(C(=O)OCC(=O)c2c(N)n(C)c(=O)n(C)c2=O)c1,-11.5,-4.6,-18.2,2.6,-12.7,15.0,-0.9,-19.9,-2.8,-13.7,8.3
CC(C)OC(=O)CSc1nnc(-c2cnccn2)n1C,-15.2,34.1,2.7,-10.6,0.0,7.8,-4.0,2.8,-5.2,-1.9,·
Cc1cc(C)c2nc(N3C(=O)C(O)=C(C(=O)c4ccco4)C3c3ccco3)sc2c1 (stereo unspecified),0.6,3.5,-4.4,-27.1,-3.1,1.3,11.5,-16.3,-50.1,-122.9,-17.7
Cc1cc(C(=O)COC(=O)c2ccncc2)c(C)n1CCc1ccc(F)cc1,-70.7,4.7,-6.0,-17.0,8.2,-4.8,1.8,-4.3,2.8,-6.3,4.4
COc1ccc(CCN(C)C(=O)c2ccc(COc3ccccc3)o2)cc1OC,9.7,-22.4,8.5,18.5,-11.9,5.2,0.7,-8.6,2.7,2.4,-6.7
O=C(CSc1ncccn1)NC(=O)NCc1ccccc1,8.3,-3.6,-16.7,-40.0,1.8,-8.3,1.1,13.7,3.8,4.1,7.5
Cc1ccc(C=C2C(=O)c3ccccc3C2=O)s1,-17.1,19.8,-9.8,-35.2,4.1,6.2,-0.6,-10.2,-8.7,-7.5,24.5
COc1ccc(C(=O)NCC(=O)N2CCC(Cc3ccccc3)CC2)cc1OC,-1.2,9.3,18.6,6.8,6.4,5.4,·,12.0,0.4,14.4,3.9
COc1ccc(S(=O)(=O)NCCc2ccccc2)cc1,-39.5,-0.5,-14.3,7.6,2.0,-6.1,1.6,11.3,-19.3,-43.3,-17.7

# Screens deposited in PubChem BioAssay by several laboratories.

# An excerpt; rates above refer to the full screens.
